# GAA850 FXN act = activators of GAA850 frataxin (FXN) promoter | HEK293 lucGAA850 FXN promoter luciferase reporter, 24 h; percent of 10 µM SAHA response | activation, % at 6 µM | 360,000 compounds, 0.56% hits | AID 540364;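 active means activation above the average of all compounds screened plus 3 SD, cutoff fixed separately per campaign, cut at about 7.5% in these data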;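 further: 0% = DMSO wells and 100% = 10 µM SAHA wells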
# ssDAF-12 act = activates DAF-12 receptor from parasite S. stercoralis; AID 652126; HEK293 ssDAF-12/GRIP1 lit1-tk-luc reporter, luminescence; % of 3 µM dafachronic acid response; activation, % at 6.8 µM; 370,000 compounds, 1% hits;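 active means activation above the mean over all tested compounds plus 3 SD, cut at about 0.9% in these data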;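 further: 0% = DMSO-only wells and 100% = 3 µM delta7-dafachronic acid wells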
# DAX1 inh-1 = inhibitors of DAX1 repression of SF-1 activated StAR promoter | HEK293T StAR-luciferase reporter, SF-1/DAX-1 repression relief | inhibition, % at 6.8 µM | 370,000 compounds, 1.1% hits | AID 652010;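 active means inhibition above the mean over all tested compounds plus 3 SD, cut at about 3.6% in these data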;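 further: 0% = DAX-1 cells with DMSO and 100% = cells lacking DAX-1 with DMSO; higher inhibition means more luminescence from relief of DAX-1 repression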
# GC-B act = GC-B (human) receptor activation. HEK293-GC-B cells, CNP EC30, cGMP TR-FRET; 0% at EC30 CNP, 100% saturating CNP. 370,000 compounds, 0.11% hits. AID 1920062. activation, % at 10 µM. P20594;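 active means activation at 10 µM reaching about 35% in either raw or pattern-adjusted values, limit read from the data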
# SMARCA2 act = increases SMARCA2 function in MMTV reporter cells; 370,000 compounds, 1% hits; MG213 cells, MMTV-luciferase reporter, dexamethasone, overnight; activation, % at 9.1 µM; in the data active means activation above about 7.8%;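 further: 0% = vehicle wells and 100% = reference activator wells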
# HGIII-sPLA2 inh = Inhibits HGIII-sPLA2 liposome hydrolysis, primary screen; Q9NZ20; QFRET BODIPY PC-A2 liposome hydrolysis, fluorescence; inhibition, % at 12.2 µM; 370,000 compounds, 0.56% hits; AID 743126;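 active means inhibition above mean plus 3 SD of compounds lying within the high and low control bounds, cut at about 19% in these data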;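 further: 0% = median of test compound wells and 100% = no enzyme DMSO wells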
# Target sequence (Q9NZ20 whole entry, looked up): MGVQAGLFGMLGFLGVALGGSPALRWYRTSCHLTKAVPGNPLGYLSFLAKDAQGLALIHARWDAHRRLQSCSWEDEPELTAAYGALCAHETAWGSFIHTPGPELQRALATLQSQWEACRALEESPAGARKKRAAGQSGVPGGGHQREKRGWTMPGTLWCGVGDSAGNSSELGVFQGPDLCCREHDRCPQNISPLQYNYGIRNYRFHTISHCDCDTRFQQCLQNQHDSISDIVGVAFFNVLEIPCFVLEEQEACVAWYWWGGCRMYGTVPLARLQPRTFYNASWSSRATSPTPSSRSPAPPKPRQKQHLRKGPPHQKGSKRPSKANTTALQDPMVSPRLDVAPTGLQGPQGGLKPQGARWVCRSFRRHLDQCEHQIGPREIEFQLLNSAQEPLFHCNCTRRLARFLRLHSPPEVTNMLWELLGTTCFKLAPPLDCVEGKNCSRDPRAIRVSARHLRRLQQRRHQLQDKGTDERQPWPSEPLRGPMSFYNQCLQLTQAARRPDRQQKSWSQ
# hcDAF12 agonist = H. contortus DAF-12 activation, primary screen | HEK293 hcDAF-12 lit1-tk-luc reporter, luminescence; 0% DMSO, 100% Δ7-dafachronic acid | activation, % at 6.8 µM | 370,000 compounds, 1.4% hits | AID 652067;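 active means activation above the mean of all tested compounds plus 3 SD, cut at about 5.5% in these data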;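 further: 100% = response to 3 µM Δ7-dafachronic acid high control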
# NPR1 activator = GC-A (human) enzyme activation. activation, % at 10 µM. P16066. 370,000 compounds, 0.14% hits. HEK293 GC-A cells, cGMP TR-FRET, EC30 ANP; 0% at EC30 ANP, 100% saturating ANP; in the data active means activation above about 40%
# ADAM10 inh = inhibits human ADAM10; 370,000 compounds, 0.62% hits; O14672; inhibition, % at 7 µM; recombinant ADAM10, EDANS/DABCYL FRET peptide cleavage, 3 h;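 active means inhibition above a per-campaign cutoff equal to the mean of compounds falling between control-based bounds plus 3 SD, cut at about 20% in these data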;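 further: 0% = DMSO wells while the 100% control is not disclosed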
# DAX1 inh-2 = inhibitors of human orphan nuclear receptor DAX1 (NR0B1). inhibition, % at 6.75 µM. 340,000 compounds, 0.99% hits. AID 504766. P51843. HEK293 Gal4-DAX1 luciferase reporter, luminescence;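 active means inhibition above the mean over all tested compounds plus 3 SD, cut at about 4.2% in these data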;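 further: 0% = DAX1-transfected cells with DMSO and 100% = empty-vector control cells with DMSO; inhibition shows as a rise in luminescence from relieved DAX1 repression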
# Target sequence (P51843 207-470 limits assumed): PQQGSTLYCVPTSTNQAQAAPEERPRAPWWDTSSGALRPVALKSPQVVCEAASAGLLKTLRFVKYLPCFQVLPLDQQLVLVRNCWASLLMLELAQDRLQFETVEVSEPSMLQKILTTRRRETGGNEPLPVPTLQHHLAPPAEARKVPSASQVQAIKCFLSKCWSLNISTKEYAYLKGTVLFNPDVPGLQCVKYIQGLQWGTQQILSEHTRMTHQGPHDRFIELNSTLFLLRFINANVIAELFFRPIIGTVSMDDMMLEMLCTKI
# hgDAF12 agonist = agonists of H. glycines DAF-12 nuclear receptor; HEK293 GAL4-hgDAF12 UAS-luciferase reporter, agonist luminescence; normalized to butyrate control; activation, % at 6.8 µM; 370,000 compounds, 1.8% hits;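 active means activation above a cutoff set at the mean of all screened compounds plus 3 SD, cut at about 10% in these data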;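 further: 0% = DMSO wells and 100% = sodium butyrate wells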
# * hit, by the source's call; · = no result given.
SMILES,GAA850 FXN act,ssDAF-12 act,DAX1 inh-1,GC-B act,SMARCA2 act,HGIII-sPLA2 inh,hcDAF12 agonist,NPR1 activator,ADAM10 inh,DAX1 inh-2,hgDAF12 agonist
NC(=O)c1ccccc1NC(=O)c1cc(S(=O)(=O)N2CCCCC2)ccc1N1CCOCC1,1.4,-1.1,1.6,1,-4,6,-0.5,-3,-78,0.1,-0.7
Cc1cccc(NC(=O)CCS(=O)(=O)c2ccc(Cl)cc2)c1,3.6,-0.7,-0.1,0,-1,-3,1.0,0,-6,-0.8,-0.4
Cc1cc2cc3c(cc2nc1SCc1ccc(C(=O)O)cc1)OCCO3,-0.7,-1.4,-0.1,-5,-5,6,0.1,-2,-13,-0.2,2.2
CN(CC(=O)NC1CCCCCC1)S(=O)(=O)c1ccc2c(c1)n(C)c(=O)c(=O)n2C,0.8,-0.2,-0.4,3,-3,13,2.6,-3,-17,1.0,-1.2
CC(Sc1sc(=S)sc1SC(C)C(=O)O)C(=O)O (centres undefined),0.1,-1.4,0.4,5,-1,9,-0.8,1,2,-0.3,-2.0
CN(C)C(CNC(=O)c1ccc2c(c1)S(=O)(=O)c1ccccc1C2=O)c1ccco1 (centres undefined),-0.2,-0.7,0.5,1,0,0,-1.3,10,-2,-0.9,-2.8
CCN(CC)c1ccc(NC(=O)Cn2ncc3c(C)n(Cc4ccccc4F)c(C)c3c2=O)c(C)c1,2.2,-1.5,-0.3,2,-1,11,-0.8,3,-4,0.2,0.8
CC(C)c1cc(C(F)(F)F)n2nc(C(=O)O)cc2n1,-0.6,-0.9,0.1,3,0,6,1.7,1,-2,0.7,0.4
COc1ccc(CN2CCNC(=O)C2CC(=O)N2CCCN(C(C)=O)CC2)c(OC)c1 (centres undefined),1.1,-1.5,-0.9,5,-3,-1,-1.6,0,0,-0.2,-0.3
Cc1ccc(S(=O)(=O)N2CCCC2CNC(=O)c2ccc3c(c2)OCO3)cc1 (centres undefined),2.9,-1.2,1.0,0,-3,-8,-1.5,0,-1,-1.3,1.5
COc1ccc([C@H]2N[C@]3(CCCN(Cc4ccc(C)cc4)C3=O)[C@H]3C(=O)N(C)C(=O)[C@@H]23)cc1,-0.9,-0.9,-0.5,-1,-6,12,-1.6,3,-7,0.5,0.9
Cc1ccc(S(=O)(=O)NN=CC=CC=NNS(=O)(=O)c2ccc(C)cc2)cc1,1.1,-0.9,-0.2,5,4,-13,-0.7,3,-9,2.5,2.5
CCOC(=O)c1ccc(NC(=O)C(=O)NCc2ccncc2)cc1,-1.3,-1.0,-1.4,·,3,-3,4.3,·,3,0.0,-0.7
COc1cc(C#Cc2c(-c3cncn3C)n(C)c3ccc(-c4cc(OC)c(OC)c(OC)c4)cc23)cc(OC)c1,0.7,-1.8,-0.9,5,0,15,-2.8,1,-347,-1.7,-4.8
COc1ccc(CNC(=O)CCSCc2ccc(C)cc2)cc1,0.9,-1.4,-0.5,0,0,-1,-0.8,4,-1,0.2,2.1
COc1ccc(C2C(C(=O)c3sc(C)nc3C)=C(O)C(=O)N2CCN(C)C)cc1 (centres undefined),-1.3,-1.2,-0.2,4,1,-2,0.2,2,4,0.7,0.5
Cc1ccc([N+](=O)[O-])cc1NC(=O)Nc1cccc(F)c1,-3.8,-1.8,-1.6,-5,-4,-15,-2.8,4,4,-2.4,-4.3
COc1cccc(N2CCN(S(=O)(=O)c3ccc4c(c3)NC(=O)CS4)CC2)c1,1.3,-1.5,0.0,-12,-2,-18,-3.2,-35,0,-0.1,-4.0
CCC1(C(=O)OC)NC(c2ccccc2OC)C2C(=O)N(C)C(=O)C21 (centres undefined),0.2,-1.0,0.5,-1,4,-4,0.5,-2,-6,0.1,1.8
Nc1nc(NCC2CCCO2)nc(Nc2cccc(F)c2)c1[N+](=O)[O-] (centres undefined),3.7,-0.5,-0.3,5,-3,-5,-1.4,8,-3,-0.7,1.2

# Retrieved by compound from the list above (two):
SMILES,GAA850 FXN act,ssDAF-12 act,DAX1 inh-1,GC-B act,SMARCA2 act,HGIII-sPLA2 inh,hcDAF12 agonist,NPR1 activator,ADAM10 inh,DAX1 inh-2,hgDAF12 agonist
CCN(CC)c1ccc(NC(=O)Cn2ncc3c(C)n(Cc4ccccc4F)c(C)c3c2=O)c(C)c1,2.2,-1.5,-0.3,2,-1,11,-0.8,3,-4,0.2,0.8
COc1ccc(CNC(=O)CCSCc2ccc(C)cc2)cc1,0.9,-1.4,-0.5,0,0,-1,-0.8,4,-1,0.2,2.1

# Other entries.
SMILES,GAA850 FXN act,ssDAF-12 act,DAX1 inh-1,GC-B act,SMARCA2 act,HGIII-sPLA2 inh,hcDAF12 agonist,NPR1 activator,ADAM10 inh,DAX1 inh-2,hgDAF12 agonist
COc1cc2c(c(O)c1OC)-c1c(cc(OC)c(OC)c1OC)C[C@@H](C)[C@@H](C)C2,-0.4,-1.7,0.1,0,-2,-9,-2.4,-2,-2,0.5,-2.5
CCOc1ccc(NC(=O)CSc2nnc(-c3ccncc3)n2CC2CCCO2)cc1 (centres undefined),0.0,-0.8,0.7,-3,-4,3,0.7,2,7,0.4,-1.1
CCN(CC)CCN1C(=O)C(O)=C(C(C)=O)C1c1ccc(OC)c(OC)c1 (centres undefined),-1.0,-0.9,-0.2,2,-1,12,1.9,4,-1,0.0,1.8
CCCCN(C(=O)CCC(=O)Nc1cc(C)on1)C(C(=O)NC1CCCC1)c1ccccc1OCC (centres undefined),-1.8,-1.6,-0.5,-8,0,-6,-2.0,-6,-5,1.2,-1.9
Cc1ccc(-n2nnc(-c3cccnc3)n2)cc1,3.1,-0.2,2.2,-1,5,-2,1.9,-2,-2,0.7,8.9
CC(=O)Nc1ccc(NC(=O)C(Sc2ccccc2)c2ccccc2)cc1 (centres undefined),-2.2,-1.3,-0.5,-2,3,-10,-1.5,-5,5,-0.9,-1.3
Cn1c(=O)c2c(-c3ccccc3)n(-c3cc(C(=O)O)ccc3O)cc2n(C)c1=O,·,-1.3,-0.6,3,0,8,-0.3,1,-18,·,4.1
CCC(C)NC(=O)CSc1nc2scc(-c3ccccc3)c2c(=O)[nH]1 (centres undefined),2.1,-0.8,0.1,3,-2,-10,1.1,-1,4,-0.9,0.1
C/C(Nc1ccccc1)=C(/C#N)C(N)=O,0.6,-0.8,-0.8,2,-2,5,-1.1,-4,-10,-0.1,1.6
COc1ccc(Cl)cc1NC(=O)C1Cc2ccccc2CN1S(C)(=O)=O (centres undefined),0.8,-0.1,-0.4,-11,-3,-9,2.3,-20,-2,-1.1,0.6
CC(CNC(=O)c1ccc(C#N)cc1)NC(=O)c1ccc(C#N)cc1 (centres undefined),0.6,-0.8,-0.1,5,3,-4,-1.2,5,-4,0.4,3.1
O=C(OCc1cn([C@@H]2CN(C(=O)C3CCCCC3)[C@@H](c3ccccc3)C[C@H]2O)nn1)c1ccccc1,-1.2,-1.0,0.9,1,-1,7,-1.6,-6,-3,0.8,0.9
Cc1cc(-c2ccccc2)nc(N(C)NC(=O)C(C)(C)C)c1S(C)(=O)=O,-2.1,-1.2,0.3,8,0,3,-1.2,-6,1,-1.0,-0.8
CC/S(=N\S(=O)(=O)c1ccc(C)cc1)c1ccccc1 (centres undefined),0.5,-1.2,0.5,1,8.1*,0,-0.6,-1,10,0.1,1.8
Fc1cccc(Cc2c(-c3ccccc3)nc3c4ccccc4ccn23)c1,·,1.4*,1.1,9,2,10,3.8,11,-33,·,4.8
CC(C)c1nc(CNC(=O)CC2C(=O)NCCN2Cc2ccoc2)cs1 (centres undefined),0.6,-0.3,0.2,5,-2,3,0.3,4,-5,0.3,2.8
Nc1nonc1-n1nnc(C(=O)N/N=C/c2cc(Br)cs2)c1-c1ccccc1,-1.6,-1.2,-0.6,-1,-4,-21,-0.7,0,-9,2.0,0.2
CC(=O)Nc1cccc(Oc2ncnc3scc(-c4ccccc4)c23)c1,2.2,-2.0,-1.2,46*,-4,-20,-4.7,39,4,1.2,-3.9
O=C(COC(=O)c1ccc(F)cc1)NCCCc1ccccc1,1.2,-0.6,0.2,9,4,-1,-1.1,1,-4,1.3,-2.1
O=C1NCCNC1(c1c[nH]c2ccccc12)C(F)(F)F (centres undefined),0.9,1.4*,0.4,3,1,-2,5.0,1,-3,0.6,2.9
COc1ccc(/C=C/C(=O)O)cc1Cl,0.1,-1.3,-0.2,0,0,1,-1.5,-3,1,1.0,-1.5
CCCOC(=O)C1[C@H]2C(=O)N(CC3CCCO3)C[C@]23C=C[C@H]1O3 (some centres undefined),0.7,-1.2,0.0,7,-1,4,-0.8,4,-11,0.7,-0.2
CC1(C(=O)NS(=O)(=O)c2ccccc2Cl)CCN1C(=O)c1cccc2ccccc12 (centres undefined),-0.4,-1.0,-0.2,1,-2,-1,-0.6,0,1,·,-2.0
CN1C(C(=O)Nc2ccc(OC(F)(F)F)cc2)=CC(c2cccs2)=NS1(=O)=O,-1.5,-0.8,-0.8,-3,0,-5,-1.8,-1,26*,-0.3,1.2
O=C(NCCC1=CCCCC1)C(=O)NCc1ccccc1,2.4,-1.3,0.6,-3,-4,8,-1.9,-1,9,-0.8,0.1
CC(c1ccccc1)n1c(SCC(=O)Nc2ccccc2)n[nH]c1=O (centres undefined),-0.2,-1.8,-0.7,-5,-4,4,-0.9,0,16,-0.9,-6.1
O=C(CSc1nc(-c2ccccc2)c(-c2ccccc2)o1)N1CCCCC1,-0.8,-1.4,-1.2,-2,-4,-22,-2.5,-20,-13,-0.9,-1.9
O=C(NNS(=O)(=O)c1ccc(F)cc1)C1CCN(Cc2cccc(F)c2)CC1,1.8,-0.1,-0.6,1,-6,-4,-0.2,1,-16,-0.5,-3.1
CCOC(=O)N1CCC(NC(=O)c2ccc(CS(=O)c3ccc(Cl)cc3)o2)CC1 (centres undefined),1.2,-0.9,-0.1,-10,1,1,0.0,2,-1,0.6,0.8
CCn1c(O)c(N=NC(=O)c2cccc(S(=O)(=O)N3CCCCC3)c2)c2ccccc21,0.7,-0.4,-0.2,0,-4,1,-1.1,4,7,-0.7,1.5
CC(=O)Nc1ccc(NC(=O)CN2C(=O)COc3ccc(S(=O)(=O)N4CCOCC4)cc32)cc1,-0.2,-1.5,0.0,-5,1,-5,-0.2,2,-5,0.7,1.0
O=C(Nc1ncccc1O)c1cccc(S(=O)(=O)N2CCc3ccccc32)c1,-0.5,-1.2,0.4,9,0,-23,-0.8,-2,-6,0.2,-3.7
Cc1cc(C(=O)COc2ncnc3sccc23)c(C)n1C1CC1,3.3,-1.3,1.0,5,3,-2,1.8,3,11,-0.9,7.1
O=C(Cn1cnc2c(nnn2Cc2ccc(Cl)cc2)c1=O)NCc1ccco1,0.1,-1.5,-0.6,2,-1,-11,-0.1,0,2,-0.1,0.2
CC(=O)Nc1nn(C)c2nc(C)cc(C)c12,0.5,-1.1,0.6,2,0,-4,0.7,-2,-29,1.0,-1.5
CN1CCC(OC(=O)c2cc3cc(Br)ccc3oc2=O)CC1,1.5,-1.0,0.2,4,-1,0,0.6,1,-10,-0.4,0.0
